Assay outcomes deposited in PubChem BioAssay by National Center for Advancing Translational Sciences (NCATS).
TbPYK inhibitor: qHTS of Trypanosoma Brucei Inhibitors. Potency, µM (doses to about 76.8 µM), for inactives: at the top dose activity, negative = inhibition, usual class: inhibitors. TbPYK enzyme, Kinase-Glo Plus ATP luminescence, 45 min. pyruvate kinase (Trypanosoma brucei), Q57TT1. 410,000 tested, 0.12% active; also: potency is read from the fitted curve at half-maximal effect; nearly all actives have a fitted effect of over 50% in size
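ADP (130 uM final) triggers the TbPYK reaction after compound addition; incubation is 45 min at room temperature. Kinase-Glo Plus is then added and luminescence imaged. Normalized data are fitted to concentration-effect curves.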
AmpC inh detg: qHTS Inhibitors of AmpC Beta-Lactamase (assay with detergent); AmpC hydrolysis of nitrocefin, absorbance 480 nm, 0.01% Triton; Potency, µM (series often up to 114 µM), inactives show at the top dose activity change, negative = inhibition, hits mostly inhibitors; 370,000 tested, 0.041% active; AID 485294, 2010;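 also: potency is read from the fitted curve at half-maximal effect; 0% = no-compound wells and -100% = no-enzyme wells; nearly all actives have a fitted effect of over 25% in size; some results filed as inactive show a strong effect at the top dose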
Target sequence (P00811 whole entry, looked up): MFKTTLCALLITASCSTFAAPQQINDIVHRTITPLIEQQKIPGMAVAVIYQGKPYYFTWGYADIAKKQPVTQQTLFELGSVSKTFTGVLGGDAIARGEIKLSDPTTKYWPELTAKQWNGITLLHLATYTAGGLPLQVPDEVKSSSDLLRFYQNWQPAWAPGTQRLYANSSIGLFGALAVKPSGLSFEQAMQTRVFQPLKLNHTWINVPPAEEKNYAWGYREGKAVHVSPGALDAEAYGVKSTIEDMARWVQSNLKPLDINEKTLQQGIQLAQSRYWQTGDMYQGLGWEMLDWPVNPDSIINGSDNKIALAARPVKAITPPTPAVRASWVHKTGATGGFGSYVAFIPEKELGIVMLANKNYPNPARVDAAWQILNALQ
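20 mM phosphate pH 7.0 + 0.01% (detergent screen) or 0.0001% Triton X-100; 5.3 nM AmpC reagent; cpd preinc 15 min RT; nitrocefin (800 uM stock) to start; A480 q20 s × 4 min; Activity was normalised to no-enzyme and no-compound control wells.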
LmPK inhibitor: qHTS Assay for Inhibitors of Leishmania Mexicana Pyruvate Kinase (LmPK); Q27686; purified LmPK, Kinase-Glo ATP luminescence, 1 h; Potency, µM (highest dose often 57.5 µM), for the others: at the highest dose activity change, negative = inhibition, usual class: inhibitors; 290,000 tested, 0.37% active; AID 1721, 2009; also: potency is read from the fitted curve at half-maximal effect
Target sequence (Q27686 whole entry, looked up): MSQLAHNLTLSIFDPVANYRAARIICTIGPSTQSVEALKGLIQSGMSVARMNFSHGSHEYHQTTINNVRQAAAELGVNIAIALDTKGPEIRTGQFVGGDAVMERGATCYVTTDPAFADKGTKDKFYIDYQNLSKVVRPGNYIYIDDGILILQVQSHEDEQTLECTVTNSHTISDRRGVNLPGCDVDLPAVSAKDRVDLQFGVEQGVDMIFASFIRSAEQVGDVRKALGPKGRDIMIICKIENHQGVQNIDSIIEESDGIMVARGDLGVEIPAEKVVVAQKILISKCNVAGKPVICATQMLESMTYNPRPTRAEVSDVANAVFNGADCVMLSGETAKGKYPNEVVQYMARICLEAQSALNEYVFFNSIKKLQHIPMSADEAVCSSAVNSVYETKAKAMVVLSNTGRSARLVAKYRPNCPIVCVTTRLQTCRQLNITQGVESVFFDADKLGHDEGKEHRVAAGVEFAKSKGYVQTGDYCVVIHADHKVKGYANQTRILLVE
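qHTS format; LmPK 0.1 nM; substrates PEP 0.5 mM and ADP 0.1 mM. One-hour room-temperature incubation, then coupled luciferase luminescence; 0.5 nM enzyme wells mark activation.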
AmpC inh no detg: qHTS Inhibitors of AmpC Beta-Lactamase (assay without detergent); P00811; AmpC nitrocefin hydrolysis, absorbance 480 nm, 0.0001% Triton; Potency, µM (top dose mostly 57.1 µM), for the others: at the highest dose activity change, negative = inhibition, most hits filed as inhibitors; 330,000 tested, 0.52% active; AID 485341, 2010;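 also: potency is read from the fitted curve at half-maximal effect; plate controls were no compound for no effect and no enzyme for full effect; nearly all actives have a fitted effect of over 20% in size; some results filed as inactive show a strong effect at the top dose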
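AmpC (5.3 nM in the dispensed reagent) in 20 mM phosphate pH 7.0 with 0.01% (detergent screen) or 0.0001% Triton X-100 was preincubated with compounds for 15 min at room temperature. Nitrocefin was then added from an 800 uM solution, and hydrolysis was followed at 480 nm.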
HCV inh: qHTS Assay for Inhibitors of Hepatitis C Virus (HCV); Huh7.5.1 HCVcc-Cre infection, luciferase reporter, 44 h; Potency, µM (top dose mostly 41.8 µM), inactives show at the highest dose activity change, negative = inhibition, usual class: inhibitors; 340,000 tested, 3.4% active; AID 651820, 2012; also: potency is read from the fitted curve at half-maximal effect
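Cells (1,000/well) were plated 4 h before compound, then infected with HCVcc-Cre virus (~0.5 moi). After 44 h further culture, infection was read as luciferase luminescence following a 15 min substrate incubation at room temperature.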
HCMV antiviral: qHTS Assay for inhibitors of the human cytomegalovirus (HCMV); activity change, negative = inhibition, % at 57.5 µM; 410,000 tested, 4.5% active; HFF cells, HCMV-luciferase reporter, 72 h; hits give low values; in the data active = activity change below about -60%; inconclusive = no clear call, values can overlap the other calls; inactive = above about -39%
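Luciferase read-out from HCMV-luciferase-infected HFFs (MOI 1 PFU/cell) 72 h post infection at 37C; compounds added after 16 h cell attachment; activity normalized between buffer-only basal and Salinomycin (10uM) inhibitor controls.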
AMA1 RON2 block: qHTS for Inhibitors of AMA1-RON; Towards Development of Antimalarial Drug Lead: Primary Screen; Plasmodium falciparum AMA1 (3D7) - RON2 peptide interaction; AlphaScreen AMA1-biotinylated RON2 peptide binding; Potency, µM (doses to about 58.2 µM), for the others: top-dose activity change, negative = inhibition, actives largely listed as inhibitors; 360,000 tested, 0.2% active; AID 720542, 2013;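 also: potency is read from the fitted curve at half-maximal effect; 0% = vehicle wells and -100% = peptide control; nearly all actives have a fitted effect of over 45% in size; some results filed as inactive show a strong effect at the top dose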
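AMA1 (3D7) with his tag at 25 nM final met compounds first, then biotinylated RON2 peptide at 25 nM; detection used donor plus acceptor beads, 10 µg/mL apiece, read by AlphaScreen after 30 min at room temperature.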
* hit, by the source's call; ? = inconclusive; nt = no result given; [ ] = another dose, or the depositor's remark. Unless noted, calls follow the shape of the dose curve; as a rule, active = well fitted curve in the direction sought with a large enough effect; inconclusive = small, poorly fitted or top-dose-only effect, or another doubt; inactive = no such curve, though single readings can be large; an effect the other way counts as inactive or inconclusive. Unless noted, % is scaled to controls: 0 for no effect and ±100 for the full control effect.

Below each compound – TbPYK inhibitor, AmpC inh detg, LmPK inhibitor, AmpC inh no detg, HCV inh, HCMV antiviral, AMA1 RON2 block
(1) COC(c1ccc(Cl)cc1)(c1ccc(Cl)cc1)C(Oc1nc(C)cc(C)n1)C(=O)O (stereo not drawn)
  13%, ?, -9%, -34%, 8%, ?, -7%
(2) O=C(N/N=C/c1c(Cl)cccc1Cl)C(=O)NC1CC1
  -2%, -7%, 1%, -11%, 9%, 11, -6%
(3) Nc1ccc(Cl)cc1/C(=N/O)c1ccccc1
  -1%, -4%, -12%, -27%, 1%, ?, 2%
(4) COC(=O)C1=C(c2ccc(F)cc2OCc2ccccc2)C[C@@H]2CC[C@H]1N2C(=O)N1CCCCC1
  -2%, -2%, nt, 88%[activator], ?, -14, 2%
(5) O=C(Nc1cccc(Cl)c1)N1CCSc2cc(Cl)ccc21
  -10%, 2%, 2%, -35%, ?, -19, -12%
(6) COC(=O)c1ccc(NC(=O)C(OC)c2ccccc2)cc1 (stereo not drawn)
  -2%, 1%, -1%, -9%, 3%, -13, -6%
(7) C=CCNC(=S)Nc1ccc2nc(C)c(C)nc2c1
  -20%, -3%, -3%, -20%, 3%, 31, 8%
(8) Cc1ccccc1NC(=O)CCn1nc(-c2ccccc2)c2ccccc2c1=O
  3%, -5%, nt, nt, nt, -14, nt
(9) Cc1ccc2nc(N)nnc2c1
  -3%, nt, nt, nt, nt, -24, -5%
(10) COc1ccc(N2CCN(C(=O)CSc3nnc(Cn4nnc5ccccc54)n3C)CC2)cc1
  -7%, -3%, 1%, 46%, 13%, nt, -3%
(11) O=C(Nc1ccc(F)c([N+](=O)[O-])c1)c1cccn(Cc2ccccc2)c1=O
  2%, 2%, nt, nt, nt, 13, nt
(12) Cn1nnnc1SCc1cccc(CSc2nnnn2C)n1
  -5%, 4%, 1%, -8%, 21%, -10, 5%
(13) CCc1ccc(C2c3c(oc4ccc(F)cc4c3=O)C(=O)N2CCc2ccc(OC)cc2)cc1 (stereo not drawn)
  -1%, 20%, nt, nt, nt, 5, nt
(14) Cc1c(C(C)NC(=O)c2cc(COc3cccc4cnccc34)on2)cnn1C (stereo not drawn)
  -2%, -4%, 1%, 12%, 7.1µM*, -86*, 5%
(15) Cc1onc(-c2ccccc2Cl)c1-c1nc(-c2ccncc2)no1
  4%, 0%, -3%, 10%, ?, ?, 0%

Complete entries from above. Order of values: TbPYK inhibitor	AmpC inh detg	LmPK inhibitor	AmpC inh no detg	HCV inh	HCMV antiviral	AMA1 RON2 block
COc1ccc(N2CCN(C(=O)CSc3nnc(Cn4nnc5ccccc54)n3C)CC2)cc1 reads -7%	-3%	1%	46%	13%	nt	-3%
Cc1ccccc1NC(=O)CCn1nc(-c2ccccc2)c2ccccc2c1=O reads 3%	-5%	nt	nt	nt	-14	nt

Next records follow:
Below each compound – TbPYK inhibitor, AmpC inh detg, LmPK inhibitor, AmpC inh no detg, HCV inh, HCMV antiviral, AMA1 RON2 block
(16) CC(C)(C)c1ccc(Oc2nc3ccccn3c(=O)c2/C=C(\C#N)c2nc3ccccc3[nH]2)cc1
  -4%, 16%, nt, nt, nt, 16, nt
(17) CNc1ccccc1C(C)(C)c1cc(C)[nH]n1
  -26%, 3%, 5%, -12%, 1%, -65*, 9%
(18) Cc1nc2ccccn2c1C(=O)NNC(=O)Nc1ccccc1
  1%, 2%, -7%, 1%, 6%, -2, 57%[activator]
(19) O=C(NCc1cccnc1)c1ccc(Cn2c(=S)[nH]c3ccc(Br)cc3c2=O)cc1
  -8%, -17%, 5%, -20%, ?, -24, 38%[activator]
(20) Cc1ccc(C)c(NC(=O)CN(C)C(=O)C2CCN(S(=O)(=O)c3ccc4c(c3)OCCO4)CC2)c1
  -10%, -6%, nt, 59%, -11%, 6, -2%
(21) CC(C)CCNC(=O)C(c1ccc(O)cc1)N(Cc1cccs1)C(=O)C1COc2ccccc2O1 (stereo not drawn)
  10%, ?, 3%, -32%, 13µM*, -94*, -12%
(22) O=C(O)/C=C/C(=O)N1CCN(c2ccc(F)cc2)CC1
  -1%, 2%, -2%, -8%, 11%, 51, 10%
(23) COc1ccc(C(=O)NCCCc2nc3ccccc3n2Cc2cc(C)ccc2C)cc1OC
  0%, ?, 4%, 221%[activator], 5%[8.37 µM], -10, -7%
(24) NC(=O)COc1ccc(/C=C2\C(=O)ON=C2c2ccccc2)cc1
  ?, -1%, nt, -11%, 6%, 3, -8%[11.6 µM]
(25) COc1ccc(C(c2c(C)[nH][nH]c2=O)c2c(C)[nH][nH]c2=O)cc1Br
  -1%, 6%, -6%, -25%, 12%, -9, 13%
(26) CCC(=O)Nc1ccc(Nc2nc(Cl)nc(Nc3ccc(NC(=O)CC)cc3)n2)cc1
  3%, -14%, 2%, -12%, 3%, ?, 37%[activator]
(27) COc1cc(NC(=S)N2CCN(C(c3ccccc3)c3ccccc3)CC2)cc(OC)c1
  -2%, 3%, 4%, -8%, ?, 18, 64%[activator]
(28) O=c1nc(SCc2ccccc2Cl)nc(-c2ccc(Cl)cc2)[nH]1
  7%, 3%, 3%, -21%, 13%, -38, 9%
(29) COc1ccc(OC)c(CNS(=O)(=O)c2cc(-c3onc(C)c3C)ccc2C)c1
  -10%, 1%, nt, nt, nt, -4, nt
(30) CCC(C(=O)c1ccccc1)N(C(=O)c1ccccc1Cl)N1C(=O)C2C3C=CC(C3)C2C1=O (stereo not drawn)
  -18%, -7%, 0%, 32%, 0%, -24, 1%
(31) COc1ccc2c(=O)c(C(=O)NCc3ccccc3)c[nH]c2c1
  0%, 2%, 2%, -8%, -26%, -32, 0%
(32) CCC(CC)c1nnc(NC(=O)Oc2ccccc2)s1
  3%, 7%, 1%, -4%, nt, 16, 14%
(33) COc1ccc(C2(C)NC(=O)N(CC(=O)NCc3ccccc3)C2=O)cc1OC (stereo not drawn)
  0%, 3%, -1%, 2%, -17%, 23, 8%
(34) CCc1ccc(NC2=NCC(=O)N2c2ccc3c(c2)OCCO3)cc1
  0%, -6%, -3%, -2%, 5%, 33, -7%
(35) COc1ccc(NC(=O)c2cn(-c3ccccc3)nc2SC)cc1
  ?, 5%, -8%, -52%, ?, -10, -8%
(36) Cc1oc2c(c(C)cc3oc(=O)c(CC(=O)NCC(=O)NCC(=O)O)c(C)c32)c1C
  nt, 3%, -7%, -2%, nt, 20, nt
(37) COc1ccc(NS(=O)(=O)c2ccc(O)c(C(=O)OCC(=O)NC(C)C3CC4CCC3C4)c2)cc1 (stereo not drawn)
  -3%, 2%, 2%, -45%, 8%, -17, -2%
(38) O=C(CN1CCN(S(=O)(=O)c2ccc(F)cc2)CC1)Nc1ccc2c(c1)OCCO2
  -4%, -5%, 1%, 29%, -16%, -12, -2%
(39) C[C@H]1CN([C@@H](C)CO)C(=O)c2cc(-c3cccc(F)c3)cnc2O[C@@H]1CN(C)S(C)(=O)=O
  3%, nt, nt, nt, nt, -29, -3%
(40) Cc1noc(C)c1S(=O)(=O)Nc1ccc(C(=O)N2CCN(c3ccc(Cl)cc3)CC2)cc1
  7%, -3%, 2%, 52%, 7%, 30, -4%
(41) O=C(CCS(=O)(=O)c1ccc(Br)cc1)Nc1ccc2c(c1)OCO2
  -7%, -2%, 4%, -13%, 4%, 51, 14%
(42) COc1ccc(-c2cc(C(=O)Nc3ccc(OC)c(OC)c3)[nH]n2)c(C)c1
  2%, nt, nt, nt, nt, 25, 3%
(43) Cc1ccc(C)c(NC(=O)c2ccccc2Sc2ccc([N+](=O)[O-])cc2Cl)c1
  -13%, ?, 3%, -38%, -14%, -17, -4%
(44) COc1ccc(CCNCC2C(Oc3ccc(Cl)cc3)C(=O)N2c2ccccc2C)cc1OC (stereo not drawn)
  -2%, 5%, -2%, 108%[activator], ?, ?, ?
(45) CCc1c(C(=O)N/N=C/c2ccc(C)o2)csc1C
  -6%, -10%, -4%, -58%, 8%, -22, 33%[activator]
(46) Cc1ccc(NC(=O)C2(C)CCN2C(=O)c2ccccc2CCc2ccccc2)cc1C (stereo not drawn)
  6%, nt, nt, nt, nt, -36, 17%
(47) C=C1Cn2c(nnc2-c2ccc(Cl)cc2)S1
  7%, -6%, -1%, -4%, -24%, -19, 12%
(48) CCOC(=O)CSc1nc2ccccc2c(=O)n1CC1COc2ccccc2O1 (stereo not drawn)
  nt, -4%, 8%, -13%, 2.5µM*, -8, -2%
(49) CCn1c(SCC(=O)N2CCCCC2C)nc2c1c(=O)n(C)c(=O)n2C (stereo not drawn)
  -22%, 10%, -2%, 0%, -24%, 2, -6%
(50) COc1ccccc1N(C(=O)c1snc(C(N)=O)c1N)C(C(=O)NC1CCCC1)c1ccco1 (stereo not drawn)
  -8%, -7%, 0%, -20%, 0%, ?, 11%
(51) COc1cccc(C(C)=C2SC(=S)NC2=O)c1
  -4%, nt, nt, nt, 19%, 35, 32%[activator]
(52) Cc1nc(CNC(=O)CC2C(=O)NCCN2Cc2ccc(F)cc2)cs1 (stereo not drawn)
  2%, 2%, 0%, 28%, nt, -24, 9%
(53) COc1ccccc1NS(=O)(=O)c1cccc(NC(=O)CCNC(=O)c2ccccc2OC)c1
  -10%, ?, nt, -8%, ?, -6, 4%
(54) Cc1cccc(C)c1NC(=S)/N=C/N(C)C
  -16%, 0%, -1%, -7%, 4%, -3, 2%
(55) CCN(CC)c1nc(Nc2ccccc2)nc(Oc2ccc(=O)n(C)n2)n1
  -5%, ?, 1%, 7%, ?, 152, -3%
(56) COC(=O)c1ccccc1S(=O)c1snnc1C (stereo not drawn)
  -2%, -1%, 0%, -8%, 1%, 2, -3%
(57) CN1CC(=O)N(CC(=O)Nc2ccc(SC(F)F)cc2)C1=O
  -25%, -9%, 0%, -10%, 10%, 65, 3%
(58) Cc1cccc(OCC(=O)NNC(=O)c2ccc3nc[nH]c3c2)c1
  -7%, -7%, nt, -17%, 1%, -38, 61%[activator]
(59) COc1ccc(C(=O)Nc2cc3c(cc2C(=O)O)OCCCO3)c(OC)c1
  -1%, 1%, 1%, -24%, 0%, 44, -2%
(60) Cc1ccc2c(C(=O)CN3CCN(c4ccccc4)CC3)c(C)[nH]c2c1
  0%, -14%, 0%, -3%, -1%, 37, 0%
